Cdc42 wt GTP = modulators of GTP binding to wildtype Cdc42, primary screen, biochemical, multiplex bead flow cytometry, Bodipy-GTP; actives 0.2% (n = 190,000); AID 761, 2007; percent activity (GTP binding), % at 10 µM; Cell division control protein 42 homolog (Homo sapiens), P60953; GST-Cdc42 beads; actives lie on both sides;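 active = percent activity GTP binding at least 20 points away from the 100% baseline, either down as inhibitor or up as activator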;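 note: median bead fluorescence of bound Bodipy-FL-GTP at 100 nM; 0% = excess unlabeled GTP control and 100% = no compound control; below 100% means less GTP binding so inhibitor and above means activator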
Target sequence (P60953 whole entry, looked up): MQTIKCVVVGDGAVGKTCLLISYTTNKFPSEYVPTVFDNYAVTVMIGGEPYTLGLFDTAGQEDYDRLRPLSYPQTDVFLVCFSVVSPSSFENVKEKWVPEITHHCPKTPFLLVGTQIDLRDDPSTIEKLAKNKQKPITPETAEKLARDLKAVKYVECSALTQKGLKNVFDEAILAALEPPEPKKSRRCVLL
Rab7 wt modul = modulators of GTP binding to Rab7, primary screen, biochemical, wildtype, multiplex bead flow cytometry; actives 0.055% (n = 190,000); GST-Rab7 beads, fluorescent GTP binding; actives lie on both sides; untreated = 100%, excess cold GTP = 0%; AID 758, 2007; GTP binding activity (percent of control), % at 10 µM; Rab7 GTPase wild type (dog), Bodipy-FL-GTP binding;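 active = fluorescent GTP binding to Rab7 beads changed by at least 20 points from the 100% baseline, either direction, mostly lower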;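 note: median green fluorescence of bound Bodipy-FL-GTP per Rab7 bead population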
Rab2A wt mod = modulators of GTP binding to Rab2A wildtype, primary screen, biochemical, dog, bead-based flow cytometry, multiplex; actives 0.19% (n = 190,000); GST-Rab2 wt beads, Bodipy-GTP binding; Ras-related protein Rab-2A (Canis lupus familiaris), P61105; AID 760, 2007; GTP binding activity, % at 10 µM;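 active = GTP binding activity at least 20 points away from 100%, either lowered or raised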;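 note: 0% = beads with excess unlabeled GTP and 100% = no-compound control corrected for plate trend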
ABCG2 inh = ABCG2 efflux pump inhibitors, primary screen, multiplex with ABCB1, IgMXP3 cells, flow cytometry | inhibition, % at 6.6 µM | JC-1 efflux | actives 0.1% (n = 190,000);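 active = inhibition above 80%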;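 note: 0% = DMSO and 100% = nicardipine control wells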
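System: two drug-resistant human cell lines, ABCG2 and ABCB1; controls: nicardipine high and DMSO low controls; times: 10 min exposure at 25 °C with rotation, no wash; detection: flow cytometry of retained JC-1 fluorescence; read-out basis: percent efflux inhibition, scaled nicardipine 100% to DMSO 0%; doses: one concentration, 6.6 µM final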
Pf gamet viab = late stage P. falciparum gametocyte viability inhibitors, primary screen, ATP luminescence, HTS. P. falciparum stage V gametocytes, 24 h. inhibition, % at 10.9 µM. actives 0.065% (n = 150,000). AID 743093, 2013;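 active = inhibition above the mean plus 3 SD of compounds within the control limits, set per campaign, cut at about 38% in these data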;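 note: 0% = DMSO wells and 100% = medium only without gametocytes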
HRas wt GTP = modulators of GTP binding to HRas wildtype, primary screen, biochemical, bead-based flow cytometry, multiplex. GST-Ras wt beads, Bodipy-FL-GTP binding; actives lie on both sides. GTP binding activity, % at 10 µM. actives 0.14% (n = 190,000). AID 759, 2007;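 active = GTP binding activity at least 20% away from the 100% baseline, either lowered as inhibitor or raised as activator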;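 note: 0% = unlabeled GTP competition control and 100% = no-compound control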
Target sequence (P01112 whole entry, looked up): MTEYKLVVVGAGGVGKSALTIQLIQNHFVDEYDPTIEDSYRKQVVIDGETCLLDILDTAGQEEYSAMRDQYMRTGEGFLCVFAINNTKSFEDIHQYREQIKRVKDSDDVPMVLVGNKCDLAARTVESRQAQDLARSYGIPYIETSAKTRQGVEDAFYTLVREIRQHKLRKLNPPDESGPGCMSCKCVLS
Avidin fluor = green autofluorescence of compounds with avidin beads – biophysical, 488/530 nm, flow cytometry, artefact control, profiling panel. compound fluorescence 488/530 nm; stronger effect = higher value. AID 1775, 2009. actives 0.38% (n = 220,000). fluorescence (KMESF) at 10 µM; in the data active = fluorescence above about 47; note: inactives centre near 10
Rac1 wt modul = wildtype Rac1 GTP binding modulators, primary screen, biochemical, GST-Rac1 beads, flow cytometry, multiplex; Ras-related C3 botulinum toxin substrate 1 (Homo sapiens), P63000; GTP binding activity (% of control), % at 10 µM; actives 0.27% (n = 190,000); fluorescent GTP binding; actives lie on both sides; 0 = cold GTP competed, 100 = untreated;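 active = GTP binding activity at least 20 points away from the 100% control level, either lower or higher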
Rac1 mut GTP = GTP binding modulators of activated mutant Rac1, primary screen, biochemical, bead-based flow cytometry, multiplex, fluorescent GTP | percent activity (GTP binding), % at 10 µM | GST-Rac1 activated beads; actives lie on both sides; 100% means binding = to untreated wells | AID 764, 2007 | Ras-related C3 botulinum toxin substrate 1 (Homo sapiens), P63000 | actives 0.11% (n = 190,000);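 active = GTP binding at least 20 percentage points away from the 100% baseline, in either direction, so actives lie on both sides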
ABCB1 inh = ABCB1 efflux pump inhibitors, primary screen, cell-based, multiplex, flow cytometry, ABCG2 counter-screen | inhibition, % at 6.6 µM | ATP-dependent translocase ABCB1 (Homo sapiens), P08183 | CCRF-Adr cells, JC-1 efflux | AID 1326, 2008 | actives 0.067% (n = 190,000); in the data active = inhibition above about 40%;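 note: 0% = vehicle and 100% = reference inhibitor; higher value means more JC-1 retained so stronger ABCB1 efflux block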
Mcl1-Noxa inh = Mcl-1/Noxa binding inhibitors, primary screen, biochemical, TR-FRET, 1536-well | Induced myeloid leukemia cell differentiation protein Mcl-1 (Homo sapiens), Q07820 | AID 1022, 2008 | TR-FRET Mcl-1/Noxa peptide binding, 2 h | inhibition, % at 21.7 µM | actives 1.5% (n = 220,000);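 active = compounds that cut the protein-peptide binding signal by more than 50% relative to plate controls in a single-dose test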;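 note: His-tagged Mcl-1 with rhodamine Noxa BH3 peptide and terbium anti-His antibody; 0% = Mcl-1 plus Noxa peptide wells and 100% = peptide-only wells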
Target sequence (Q07820 whole entry, looked up): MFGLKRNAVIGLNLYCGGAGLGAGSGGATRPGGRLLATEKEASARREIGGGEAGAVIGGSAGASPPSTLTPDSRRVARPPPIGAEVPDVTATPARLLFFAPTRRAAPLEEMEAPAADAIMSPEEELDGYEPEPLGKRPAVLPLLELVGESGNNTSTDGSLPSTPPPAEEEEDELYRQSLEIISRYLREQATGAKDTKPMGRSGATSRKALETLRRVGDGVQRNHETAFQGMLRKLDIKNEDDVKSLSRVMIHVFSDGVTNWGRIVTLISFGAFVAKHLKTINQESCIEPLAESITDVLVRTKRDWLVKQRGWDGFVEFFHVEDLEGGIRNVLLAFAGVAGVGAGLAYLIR
Numbers without * were called inactive; x = no result given.

SMILES	Cdc42 wt GTP	Rab7 wt modul	Rab2A wt mod	ABCG2 inh	Pf gamet viab	HRas wt GTP	Avidin fluor	Rac1 wt modul	Rac1 mut GTP	ABCB1 inh	Mcl1-Noxa inh
COCCNC(=O)c1noc2c1CCc1cc(OC)ccc1-2	103	99	101	21	-6	101	12	107	101	0.0	65*
CCc1ccc2nc(SCC(=O)N3CCCCC3)c(C#N)cc2c1	97	97	95	2	4	99	21	101	96	0.4	18
C=CCn1c(SCC(=O)C(C)(C)C)nnc1-c1ccccn1	105	99	102	24	x	101	37	110	98	1.3	-8
Cc1cccc(C(=O)N/N=C/c2ccc[nH]2)c1	98	99	100	1	-6	101	8	103	101	0.7	17
c1ccc(-n2cnc3cc(NCc4ccco4)ccc32)cc1	96	99	97	12	-26	96	8	100	96	0.6	0
O=[N+]([O-])c1ccccc1/C=N/n1c(C(F)(F)F)n[nH]c1=S	92	104	96	-1	-2	98	23	96	94	-0.4	29
CSc1nc2ccsc2c(=O)n1-c1cccnc1	98	92	97	1	11	96	9	99	98	-0.6	-6
CCOC(=O)/C(C#N)=C/c1cccc(F)c1	99	95	96	1	x	98	15	96	95	0.3	0
CCCC(=O)N1CCN(c2ccc(NC(=S)NC(=O)CC)cc2)CC1	98	95	96	5	x	96	9	93	96	0.9	x
CCOC(=O)CSc1nnc(-c2cccs2)n1-c1ccccc1	97	92	94	2	x	96	12	92	93	1.1	7
CN(C(=O)c1ccccc1)C1(C)CCS(=O)(=O)C1 (stereo unspecified)	102	100	100	2	x	100	9	100	99	0.3	8
O=C(CCN1C(=O)C2C3C=CC(C3)C2C1=O)N1CCN(c2ccc([N+](=O)[O-])cc2)CC1 (stereo unspecified)	99	98	97	8	-42	97	10	96	96	1.4	-9
Cc1ccc(C(=O)NC2CC3CCCC(C2)N3C(=O)NC2CCCCC2)cc1 (stereo unspecified)	102	102	102	1	x	103	7	107	101	1.1	-4
Cc1cc(C)cc(OCC(=O)Nc2nonc2NC(=O)COc2cc(C)cc(C)c2)c1	96	95	95	-1	2	94	10	97	95	-0.4	7
COC(=O)c1ccc(CNCC(=O)Nc2ccc(C(=O)OC)cc2)cc1	101	100	99	1	x	102	1	101	99	0.5	15
CC1CCCCN1C(=O)CSCC(=O)Nc1nc(-c2cccs2)cs1 (stereo unspecified)	100	100	98	7	x	99	5	101	99	3.1	7
CC1CCCN(C(=S)Nc2ccc(Nc3ccccc3)cc2)C1 (stereo unspecified)	96	104	97	30	-9	96	8	96	93	2.5	8
CNC(=S)N/N=C/c1ccc(-c2ccc(Cl)c([N+](=O)[O-])c2)o1	95	101	96	12	14	98	12	90	94	1.2	24
Cc1ccccc1C1CC(c2ccc(Br)cc2)Nc2nc(N)nn21 (stereo unspecified)	105	101	104	5	x	102	22	109	102	0.6	6
CC1CCCN(Cc2nc3c(c(=O)n(C)c(=O)n3C)n2Cc2c(F)cccc2Cl)C1 (stereo unspecified)	96	101	97	0	x	98	8	97	98	0.5	18
O=C(CSCC(=O)OCC(=O)c1ccc(Br)cc1)Nc1cccc2ccccc12	91	99	91	4	x	94	15	93	92	0.7	13
Cc1cc(C(=O)NNC(=S)Nc2ccccc2)nn1C	95	104	101	0	16	100	13	96	98	-0.1	-13
S=C(NCc1ccc(Cl)cc1)Nc1ccc(Cl)cc1Cl	100	97	95	-3	11	94	11	101	97	-0.8	14
Cc1ccc(CN(N=Nc2nonc2N)c2nonc2N)c(C)c1	91	92	95	1	11	95	23	95	90	0.4	15
Cn1cc(CC(=O)Nc2cccc(C#N)c2)c2ccccc21	99	99	99	1	-14	99	11	98	99	0.3	6
CSc1ccccc1NC(=O)c1c(Br)cnn1C	101	105	102	23	27	103	12	102	101	0.5	21
CN(C)C(CNC(=O)c1ccc2nc[nH]c2c1)c1ccccc1 (stereo unspecified)	97	95	95	1	x	96	26	99	96	0.3	17
CCc1ccc(N2CC(C(=O)Nc3cc(C)on3)CC2=O)cc1 (stereo unspecified)	94	97	98	1	14	96	9	99	98	0.3	7
CC1(C)CN(c2ccc(C(=O)c3ccccc3)cc2)C1=O	97	104	101	7	0	99	11	93	93	1.2	-1
C[N+]1(C)CCC(=C2c3ccccc3CC(=O)c3sccc32)CC1	102	96	94	2	-10	98	33	96	96	0.2	35
O=C(COc1ccccc1)NCC1(N2CCCCC2)CCCCC1	92	99	95	3	x	94	8	95	93	0.7	25
CCCCN(C)C(=O)CS(=O)(=O)Cc1nc(-c2cccc(OC)c2)oc1C	98	99	99	2	x	98	4	99	96	0.7	26
COc1ccc(CCN2CC(C(=O)NCCc3ccc(C)cc3)CC2=O)cc1OC (stereo unspecified)	101	108	101	7	-21	99	9	105	97	0.6	12
Cc1cccc(CSc2nc3c(c(-c4cccs4)c2C#N)CN(C)CC3)c1	101	100	101	-3	x	100	17	102	99	1.3	13
Cc1nn(-c2ccccc2)c(-c2ccccc2)c1C(=O)O	105	103	101	1	x	102	7	109	102	0.2	-6
COc1ccc2c(c1)CCc1c(C(=O)NCc3ccc(F)cc3)noc1-2	103	100	101	2	x	102	6	103	100	0.4	6
CCN(c1ccccc1)S(=O)(=O)c1ccc(N)c(OC)c1	99	97	99	0	x	99	4	99	98	-0.1	1
COCCn1nnnc1CN1CCSCC1	95	104	98	0	x	100	12	98	97	0.0	21
Cc1cccc(-n2c(=O)cc(N3CCN(c4ccc(F)cc4)CC3)[nH]c2=O)c1	105	103	104	1	x	102	27	107	100	-0.1	4
COc1ccc(Cl)cc1NC(=O)CN(C)CC(=O)Nc1ccccc1C(F)(F)F	100	103	99	5	x	99	12	101	97	0.9	12
CC(=O)OCc1nc2sc(C)c(C)c2c(=O)[nH]1	100	100	101	-1	13	100	32	101	96	0.0	-11
COCCCn1c(SCC(=O)NC(C)C)nnc1-c1ccccc1	107	98	102	2	4	103	36	106	101	0.2	8
CC(=O)N=C1SC2CS(=O)(=O)CC2N1c1cccc(Cl)c1Cl (stereo unspecified)	105	95	102	0	x	103	15	99	99	0.0	0
Cc1ccc(-n2cnnn2)c2cccnc12	99	101	98	5	x	100	30	104	99	0.4	-32
CCN(CC)CCN(C(=O)c1ccc([N+](=O)[O-])cc1)c1nc2ccc(OC)cc2s1	98	96	97	7	-1	96	11	101	95	0.4	28
CCOc1ccccc1N(C(C)=O)S(=O)(=O)c1ccc(Cl)cc1	96	95	97	2	-9	98	12	98	96	0.8	10
O=C(CCc1nnc(COc2ccccc2)o1)NCc1ccccc1C(F)(F)F	100	97	97	3	3	97	10	101	97	0.9	23
CCNC(=O)CSc1nnc(-c2ccc(OC)cc2)n1CC(C)C	102	98	99	2	-5	99	11	105	98	0.1	12
O=C(c1cccc(Cl)c1)N1CCN(Cc2c[nH]c3ccccc23)CC1	97	96	101	5	0	95	8	104	94	1.4	31
COc1cccc(NC(=O)CNC(=O)c2ccc(F)cc2)c1	95	100	96	3	x	97	8	95	95	0.4	6

Among those listed so far, these have a furan ring, fused or not:
SMILES	Cdc42 wt GTP	Rab7 wt modul	Rab2A wt mod	ABCG2 inh	Pf gamet viab	HRas wt GTP	Avidin fluor	Rac1 wt modul	Rac1 mut GTP	ABCB1 inh	Mcl1-Noxa inh
c1ccc(-n2cnc3cc(NCc4ccco4)ccc32)cc1	96	99	97	12	-26	96	8	100	96	0.6	0
CNC(=S)N/N=C/c1ccc(-c2ccc(Cl)c([N+](=O)[O-])c2)o1	95	101	96	12	14	98	12	90	94	1.2	24

Going on with the list.
SMILES	Cdc42 wt GTP	Rab7 wt modul	Rab2A wt mod	ABCG2 inh	Pf gamet viab	HRas wt GTP	Avidin fluor	Rac1 wt modul	Rac1 mut GTP	ABCB1 inh	Mcl1-Noxa inh
O=C(Cn1cc2c(n1)CCCC2)NCc1cccc(Cl)c1	99	102	100	10	x	100	6	100	99	1.5	10
O=c1[nH]c(/C=C/c2ccc3c(c2)OCO3)c([N+](=O)[O-])c(=O)[nH]1	83	97	82	5	x	85	8	92	90	2.4	10
CN(C)c1nc(OCCNC(=O)Nc2ccccc2)nc(N2CCCCC2)n1	92	102	95	2	-3	94	5	94	91	0.6	-1
Cc1ccccc1-n1c(SC(C)C(=O)N2CCN(C)CC2)nc2ccccc2c1=O (stereo unspecified)	100	98	100	-4	x	100	10	98	97	-5.0	1
CN(c1ccccc1C(=O)N1CCN(c2cccc(Cl)c2)CC1)S(C)(=O)=O	97	95	96	2	12	99	8	95	96	1.2	7
Cc1cccc(NC(=O)c2cc3ccccc3nc2C)c1	92	92	93	2	9	96	14	98	94	0.6	-7
COCCOC(=O)C1=C(C)NC(=O)N(C(C)=O)C1c1ccc(Cl)cc1 (stereo unspecified)	98	101	102	-1	x	104	16	97	93	-0.1	15
Cn1c(SCC(=O)Nc2ccccc2[N+](=O)[O-])nnc1C(F)(F)F	98	99	97	1	6	98	11	102	98	0.3	0
O=C(Nc1nccs1)C1CCN(S(=O)(=O)c2ccc(Cl)c(C(F)(F)F)c2)CC1	103	103	102	2	x	104	12	103	101	0.8	22
CCCC(=O)Nc1ccc(C(=O)O)cc1NC(=O)CCC	103	103	102	0	x	103	x	105	101	0.1	-2
O=C(CSc1nc2ccccc2c(=O)n1CC1CCCCC1)N1CCOCC1	99	99	98	7	x	99	7	103	100	1.9	10
CCOC(=O)C1(CCc2ccccc2)CCN(C(=O)CCn2cncn2)CC1	98	104	100	6	x	99	4	100	97	2.4	-2
CCN1CCN(c2ccc(NC(=O)c3ccc4c(c3)OCO4)cc2)CC1	103	100	104	3	5	104	11	101	100	0.7	-1
CCCOc1ccc(C(=O)NCc2ccco2)cc1	102	103	100	4	x	102	21	105	99	0.5	-4
Cc1nc(S/C(=C\c2ccc(OCc3ccccc3Cl)cc2)C(=O)O)n[nH]1	93	96	93	0	x	96	32	96	91	-0.2	-27
N#CC1=C(N)SC(C(=O)c2ccccc2)C1c1cccs1 (stereo unspecified)	104	102	102	8	x	103	4	108	100	-0.1	12

High-throughput results from PubChem.
